APEX1 inh = qHTS Assay for Inhibitors of the Human Apurinic/apyrimidinic Endonuclease 1 (APE1); DNA repair nuclease/redox regulator APEX1 (Homo sapiens), P27695; recombinant APE1, TAMRA/BHQ-2 abasic DNA cleavage fluorescence; Potency, µM (doses to about 65.8 µM), for inactives: at the highest dose activity change, negative = inhibition, usual class: inhibitors; 350,000 compounds, 0.35% hits; AID 2517, 2012;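 also: plate controls were vehicle for no effect and reference inhibitor for full effect; nearly all actives have a fitted effect of over 55% in size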
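Enzyme (0.75 nM final) and test compound are incubated 15 min at room temperature before adding 50 nM quenched THF abasic-site duplex. Cleavage dequenches TAMRA, followed at 525/598 nm over three reads one minute apart.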
G9a block = qHTS Assay for Inhibitors of Histone Lysine Methyltransferase G9a; Histone-lysine N-methyltransferase EHMT2 (Homo sapiens), Q96KQ7; G9a H3K9 monomethylation, AlphaScreen, 2 h; Potency, µM (top dose mostly 102 µM), inactives show top-dose activity, negative = inhibition, most hits filed as inhibitors; 350,000 compounds, 8.8% hits; AID 504332, 2011; also: % is scaled to controls: 0 for no effect and ±100 for the full control effect; nearly all actives have a fitted effect of over 75% in size
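Readings reflect AlphaScreen signal from monomethyl-H3K9 antibody detection. HMT at 20 nM; substrate b-H3K9 500 nM; cofactor SAM 20 uM; 2 h RT reaction; compounds tested as titrations in qHTS with 15 min preincubation.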
Pol eta inh = qHTS for Inhibitors of Polymerase Eta | DNA polymerase eta (Homo sapiens), Q9Y253 | recombinant Pol eta, fluorescent DNA replication assay | Potency, µM (highest dose often 114 µM), for the others: at the highest dose activity change, negative = inhibition, actives largely listed as inhibitors | AID 588591, 2011 | 390,000 compounds, 1.2% hits; also: % is scaled to controls: 0 for no effect and ±100 for the full control effect
Target sequence (Q9Y253 whole entry, looked up): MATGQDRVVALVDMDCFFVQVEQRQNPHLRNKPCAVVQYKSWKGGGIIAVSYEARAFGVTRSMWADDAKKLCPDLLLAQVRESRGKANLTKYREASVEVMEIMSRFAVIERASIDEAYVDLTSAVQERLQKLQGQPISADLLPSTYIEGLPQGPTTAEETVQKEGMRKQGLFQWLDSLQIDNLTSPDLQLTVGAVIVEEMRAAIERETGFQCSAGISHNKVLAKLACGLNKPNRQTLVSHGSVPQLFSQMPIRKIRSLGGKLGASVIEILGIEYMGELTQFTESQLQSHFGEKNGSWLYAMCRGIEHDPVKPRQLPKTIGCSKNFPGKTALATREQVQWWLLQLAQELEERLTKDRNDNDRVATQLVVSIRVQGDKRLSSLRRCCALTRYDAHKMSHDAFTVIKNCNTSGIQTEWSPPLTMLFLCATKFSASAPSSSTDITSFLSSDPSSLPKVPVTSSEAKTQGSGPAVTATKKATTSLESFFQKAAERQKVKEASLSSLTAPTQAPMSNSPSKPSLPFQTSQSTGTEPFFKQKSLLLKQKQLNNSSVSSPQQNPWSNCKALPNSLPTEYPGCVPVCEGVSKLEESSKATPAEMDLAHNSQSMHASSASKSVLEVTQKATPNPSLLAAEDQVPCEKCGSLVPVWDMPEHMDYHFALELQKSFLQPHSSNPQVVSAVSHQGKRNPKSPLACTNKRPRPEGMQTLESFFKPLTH
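Pol eta (10 nM) was preincubated with compounds for 15 min at room temperature, after which fluorescent replication substrate (50 nM final) was added to start the reaction. Fluorescence was read kinetically at 0 and 10 min.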
BLM inh = qHTS Assay for Inhibitors of Bloom's syndrome helicase (BLM); Potency, µM (doses to about 56.1 µM), for inactives: at the top dose activity change, negative = inhibition, usual class: inhibitors; recombinant BLM DNA unwinding, fluorescence dequenching; 350,000 compounds, 0.2% hits; RecQ-like DNA helicase BLM (Homo sapiens), P54132;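 also: plate controls were vehicle for no effect and no enzyme for full effect; nearly all actives have a fitted effect of over 35% in size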
POLI inh = qHTS for Inhibitors of Polymerase Iota; Pol iota fluorescent replication assay, 10 min; AID 588590, 2011; 390,000 compounds, 1% hits; Potency, µM (series often up to 115 µM), for the others: at the top dose activity, negative = inhibition, hits mostly inhibitors; DNA polymerase iota (Homo sapiens), Q9UNA4
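Fluorescent replication assay read twice, at 0 min and 10 min after adding 50 nM (final) substrate. Enzyme (10 nM) and compounds were first incubated 15 min at room temperature; enzyme-free buffer wells were negative controls.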
POLB inh = qHTS Assay for Inhibitors of DNA Polymerase Beta. P06746. Pol beta primer extension/strand displacement, fluorescence kinetic. Potency, µM (series often up to 114 µM), for the others: at the highest dose activity change, negative = inhibition, hits mostly inhibitors. 340,000 compounds, 1.3% hits; also: % is scaled to controls: 0 for no effect and ±100 for the full control effect
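Reaction started by 50 nM substrate onto compound-treated Pol beta (10 nM, 15 min preincubation, room temperature); plates read at 0 min and 10 min. Normalized concentration-effect data fitted by four-parameter Hill equation.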
BAZ2B inh = qHTS Assay for Inhibitors of BAZ2B; Bromodomain adjacent to zinc finger domain protein 2B (Homo sapiens), Q9UIF8; AlphaScreen BAZ2B-H3K14Ac peptide displacement; Potency, µM (top dose mostly 114 µM), for the others: at the top dose activity change, negative = inhibition, most hits filed as inhibitors; 360,000 compounds, 4.4% hits; also: % is scaled to controls: 0 for no effect and ±100 for the full control effect; nearly all actives have a fitted effect of over 60% in size
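Compounds, titrated to a top concentration of 110 uM, were incubated 30 min at room temperature with preformed BAZ2B/acetyl-K14 H3 peptide complex (50 nM each). Proximity signal was measured by AlphaScreen after 20 min with beads.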
POLK inh = qHTS for Inhibitors of Polymerase Kappa. DNA polymerase kappa (Homo sapiens), Q9UBT6. purified Pol kappa, fluorescent DNA synthesis assay, 10 min. Potency, µM (top dose mostly 107 µM), without a hit: at the top dose activity, negative = inhibition, actives largely listed as inhibitors. 400,000 compounds, 0.53% hits; also: % is scaled to controls: 0 for no effect and ±100 for the full control effect
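Readout: fluorescence, taken kinetically at 0 and 10 min. Conditions: 10 nM Pol kappa, 15 min RT compound preincubation, 50 nM substrate final. Controls: enzyme-free buffer wells.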
Apoferritin bind = qHTS Assay for Identification of Novel General Anesthetics; apoferritin/1-aminoanthracene competitive binding, fluorescence; Potency, µM (series often up to 77.5 µM), for the others: at the highest dose activity change, negative = displacement, most hits filed as inhibitors; 350,000 compounds, 0.074% hits; AID 485281, 2010; also: % is scaled to controls: 0 for no effect and ±100 for the full control effect; nearly all actives have a fitted effect of over 20% in size
Target sequence (P02791 2-175 limits assumed): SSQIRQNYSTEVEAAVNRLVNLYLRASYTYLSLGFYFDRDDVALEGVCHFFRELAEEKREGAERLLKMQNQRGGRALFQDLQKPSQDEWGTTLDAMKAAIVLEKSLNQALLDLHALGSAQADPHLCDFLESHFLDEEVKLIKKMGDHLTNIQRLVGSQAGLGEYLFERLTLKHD
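Horse-spleen apoferritin (10 uM) in 50% saturated 1-aminoanthracene in PBS was incubated 10 min at room temperature with compound. Fluorescence (ex 380, em 535 nm) was normalized to free and bound 1-AMA, with concentration-response fitted by a four-parameter Hill equation.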
Active calls of the source: *; ? = inconclusive; . = no result given; & = joins results of further samples; [ ] = another dose, or the depositor's remark. Calls follow the shape of the dose curve; as a rule, active = well fitted curve in the direction sought with a large enough effect; inconclusive = small, poorly fitted or top-dose-only effect, or another doubt; inactive = no such curve, though single readings can be large; an effect the other way counts as inactive or inconclusive. Potency is read from the fitted curve at half-maximal effect. A portion of the library; the hit share may differ from the screen's.

SMILES | APEX1 inh | G9a block | Pol eta inh | BLM inh | POLI inh | POLB inh | BAZ2B inh | POLK inh | Apoferritin bind
COC(=O)c1ccc(OCC2c3cc(OC)c(OC)cc3CCN2C(C)=O)cc1 (stereo unspecified) | -4% | 8% | -21% | -6% | 153%[activator] | 32% | -14% | -2% | -10%
COC(=O)CSc1nnc(-c2cccnc2)n1-c1cccc(OC)c1 | -3% | 24%[2.33 µM] | -4% | 0% | 20% | 21% | -3% | -5% | -16%
CCn1c(COc2ccc(C)cc2)nnc1SCC(=O)C(C)(C)C | 8% | -49% | -15% | -2% | 0% | 7% | 6% | -1% | ?
C/C(CCC(C)C)=N\Nc1cc(C)c2ccccc2n1 | 0% | ? | ? | 3% | 96%[activator] | -2% | . | 6% | ?
Cn1c(=O)c2c(ncn2CC(=O)N/N=C/c2cn[nH]c2-c2ccc(F)cc2)n(C)c1=O | -1% | -2% | -12% | -5% | 58%[activator] | 0% | -15% | -4% | -3%
Cc1c(-c2ccccc2)oc2c(C(=O)N3CCN(c4ccccc4F)CC3)cccc2c1=O | 3% | 16%[59 µM] | -8% | 0% | -4% | 32% | -10% | -10% | 7%
CC(C)(C)c1ccc(COn2ccnc2)cc1 | 3% | -28% | -4% | -1% | -15% | 10% | -31% | 1% | ?
CC1=C(C)CS(=O)N(c2ccc(S(N)(=O)=O)cc2)C1 (stereo unspecified) | -6% | ? | 12% | -4% | ? | 28% | 1% | -8% | -16%
CCN1C(C)=C(C)S/C1=C1\SC(=S)N(N)C1=O | 0% | . | -17% | 2% | 95%[activator] | 7% | -19% | 0% | -3%
O=C(CSc1ccccc1)Nc1cccnc1 | 12% | 4%[12.7 µM] | -6% | 2% | -1% | 36% | 7% | -2% | -5%
COc1ccc(S(=O)(=O)N2CCC(C(=O)N[C@@H](C)C(=O)NCc3ccncc3)CC2)cc1 | 24% | 17% | -1% | 2% | -7% | -2% | 0% | -16% | -5%
NC(=O)c1cccc(-c2noc(-c3ccccc3F)n2)c1 | 49%&-4%[activator] | -27%[12.7 µM] | -9% | . | 47%[activator] | . | 3%&26% | 10% | .
O=C(COC(=O)/C=C/c1ccc(Br)o1)Nc1ccccc1F | ? | ? | . | -20% | . | 25µM* | 56µM* | . | -11%
C/C(=C/Cc1c(O)cc2oc(C)cc(=O)c2c1O)COC1OC(CO)C(O)C(O)C1O (stereo unspecified) | 0% | 22% | ? | 4% | -28% | 0% | 5% | -14% | -3%
O=C(NC(=S)Nc1nc(-c2ccc(Cl)cc2)cs1)c1cccs1 | 0% | 21%[59 µM] | -8% | -2% | 4% | -10% | -17% | -4% | -8%
O=C(Nc1ccccc1C(F)(F)F)c1noc2c1CCCC2 | . | 26%[59 µM] | -10% | -7% | 20% | 0% | 22% | 4% | 1%
COc1ccccc1CNc1nc(-c2ccc3c(c2)OCO3)nc2ccccc12 | 7% | 3%[0.501 µM] | . | -17% | . | . | . | -4%[60.1 µM] | .
Cc1cccn2c(=O)nc(SCC(=O)N3CCCC3)nc12 | 3% | 3% | 2% | . | 17% | . | 8% | 8% | .
COC(=O)CCC(C)N1CCC(Oc2ccc(C(=O)N3CCCC3)cc2)CC1 (stereo unspecified) | 13% | 3% | -4% | -11% | -28% | 15% | -11% | -1% | -8%
Cc1cc(NC(=O)CSc2ncc(C(=O)Nc3ccccc3)c(=O)n2C)no1 | . | -1%[59 µM] | -7% | 0% | 13% | 8% | -2% | -13%[60.1 µM] | 12%
Cc1cccc(N(C(=O)c2csnn2)C(C(=O)NC2CCCCC2)c2ccncc2)c1 (stereo unspecified) | -6% | 32% | -4% | 4% | 5% | 11% | 2% | 3% | 4%
Clc1ccc(Nc2ccc(-n3ccnc3)nn2)cc1Cl | -8% | . | -3% | -3% | 9% | -25% | -38% | -14% | ?
COc1ccc(CN2CCN(C(=O)c3ccco3)CC2)cc1OCc1ccccc1 | 22% | 11µM* | -12% | -3% | 2% | -3% | 56µM* | -13% | -13%
CC(=O)c1cc(-c2ccccc2)n(CC(=O)NC2CCCCCC2)c1C | . | 6%[59 µM] | -14% | 1% | ? | -11% | 5% | -8%[60.1 µM] | 4%
O=C(O)c1ccccc1NCc1ccco1 | 1% | -7% | 1% | -1% | -16% | 1% | -11% | 14% | -1%

BAZ2B inh, entries above that show a hit.
SMILES,APEX1 inh,G9a block,Pol eta inh,BLM inh,POLI inh,BAZ2B inh,POLK inh
O=C(COC(=O)/C=C/c1ccc(Br)o1)Nc1ccccc1F,?,?,.,-20%,.,56µM*,.
COc1ccc(CN2CCN(C(=O)c3ccco3)CC2)cc1OCc1ccccc1,22%,11µM*,-12%,-3%,2%,56µM*,-13%

(more compounds)
SMILES | APEX1 inh | G9a block | Pol eta inh | BLM inh | POLI inh | POLB inh | BAZ2B inh | POLK inh | Apoferritin bind
O=c1[nH]c(CN2CCCCC2)nc2c1C1(CCCCC1)Cc1ccccc1-2 | 1% | -3%[12.7 µM] | -17% | 1% | -6% | -9% | 8% | -8% | 2%
COc1ccc(-n2c(/C=C/c3cccc4ccccc34)nc3ccccc3c2=O)cc1OC | . | 12%[59 µM] | -12% | -6% | 10% | 28% | -4% | -15%[60.1 µM] | 55%[activator]
Cc1nc2ccc(S(=O)(=O)NC(C(=O)NCc3ccc4c(c3)OCO4)C(C)C)cc2s1 (stereo unspecified) | 1% | 13% | -11% | 0% | 2% | 35% | 8% | -8% | -6%
O=C(COC(=O)Cc1c(F)cccc1Cl)NCc1ccc2c(c1)OCO2 | 8% | . | -9% | . | 18% | . | . | -3% | .
CCOC(=O)N1CCc2c(sc(NCc3cccc(F)c3)c2C(=O)Nc2ccccc2OCC)C1 | . | 1.4µM* | -17% | -5% | 23% | 0% | -24% | -12%[60.1 µM] | ?
CCOc1cc(C)nc(NCc2ccccc2)n1 | -7% | -10% | -1% | -2% | 2% | 2% | 1% | -11% | -19%
COc1cccc(-n2nc(C(=O)NCC3CCCO3)c3ccccc3c2=O)c1 (stereo unspecified) | 24% | -8% | -14% | 0% | -2% | 4% | -20% | -2% | 4%
COc1ccccc1NC(=O)/C=C/c1cc([N+](=O)[O-])ccc1OC(F)F | -3% | 10%[12.7 µM] | -12% | -7% | 20% | 2% | -7% | -3% | -3%
CCCCN(C)CCCNC(=O)c1ccc2c(c1)N(CC)C(=O)c1ccccc1S2=O (stereo unspecified) | 3% | -9% | -4% | 3% | 146%[activator] | 4% | 6% | -11% | -4%
COc1ccc(CNC(=O)COC(=O)CCCOc2ccc(Cl)cc2Cl)cc1OC | 19% | 4%[59 µM] | -9% | 0% | 11% | 11% | 8% | 0% | -16%
CSc1ncccc1C(=O)OCC(=O)NCCC1=CCCCC1 | 50% | 2% | -17% | . | 19% | . | 6% | 1% | .
CCN(CC)CC(O)CN1c2ccccc2Sc2ccccc21 (stereo unspecified) | -6% | 1% | -7% | 1% | 22% | 66% | ? | -9% | 2%
COCCn1c(SCC(=O)Nc2ccc(NC(=O)c3ccco3)c(OC)c2)nc2ccccc2c1=O | 11% | 4%[12.7 µM] | -3% | -7% | -21% | 41% | 14% | -10% | -8%
NC(N)=Nc1nc(C2COc3ccccc3O2)cs1 (stereo unspecified) | 2% | 6%[59 µM] | -17% | 0% | 61%[activator] | 17% | -31% | -1% | -23%
CCCC1(C(=O)OC)NC(c2cccc(F)c2)C2C(=O)N(CC)C(=O)C21 (stereo unspecified) | -8% | -19%[12.7 µM] | 3% | 0% | 12% | -27% | -22% | -6% | -10%
CC(=O)OC1CC(OC(C)=O)[C@]2(C)C(CC(OC(C)=O)[C@]3(C)C2CC[C@@]2(C)C(c4ccoc4)OC(=O)C4O[C@]432)C1(C)C (stereo partly specified) | -3% | -15%[2.33 µM] | . | 1% | . | . | . | -5%[60.1 µM] | -15%
Cc1cccc(C)c1Nc1nnc(SCc2cn3cccc(C)c3n2)s1 | 16% | ? | -7% | -6% | ? | 0%[57.1 µM] | 6% | 0% | -2%
CN1c2ccccc2N(C)C1c1c(O)ccc2ccccc12 | 8% | 3%[59 µM] | -9% | 1% | 25% | -6% | 8% | -7% | -2%
COCCNC(=O)c1onc(CSc2ccc(Cl)cc2)c1C(=O)O | 0% | 0%[0.501 µM] | -22% | -4% | 5% | 11% | -32% | -2% | -10%
O=C(COCc1cc(-c2cccs2)on1)Nc1cc(C(F)(F)F)ccc1Cl | . | 78%[activator][59 µM] | -20% | -9% | -10% | -19% | 76%[activator] | -13% | 45%[activator]
Cc1cc(C)cc(NC(=O)c2oc3ccc4c(c3c2C)C(=O)CC(C)(C)O4)c1 | . | -3%[59 µM] | -15% | -2% | 17% | -8% | 1% | 0% | -13%
O=C(CSc1nnc(CNc2ccc(F)cc2)o1)N1CCN(C(=O)c2ccco2)CC1 | -1% | -10% | -11% | 1% | 10% | -3% | 12% | -5% | -15%
CC(=O)c1ccc(N2CCN(S(=O)(=O)c3c(C)nc4sc(C)cn4c3=O)CC2)cc1 | . | -3%[59 µM] | 4% | -2% | 25% | 11% | -9% | -4% | -10%
CCc1ccc(-c2nc(CS(=O)CC(=O)NCCc3ccc(C)cc3)c(C)o2)cc1 (stereo unspecified) | . | ? | -8% | -2% | -7% | ? | -3% | -8%[60.1 µM] | -1%

Whole records, looked up by structure.
`Clc1ccc(Nc2ccc(-n3ccnc3)nn2)cc1Cl` as listed: APEX1 inh: -8%; G9a block: .; Pol eta inh: -3%; BLM inh: -3%; POLI inh: 9%; POLB inh: -25%; BAZ2B inh: -38%; POLK inh: -14%; Apoferritin bind: ?
`CCOC(=O)N1CCc2c(sc(NCc3cccc(F)c3)c2C(=O)Nc2ccccc2OCC)C1` as listed: APEX1 inh: .; G9a block: 1.4µM*; Pol eta inh: -17%; BLM inh: -5%; POLI inh: 23%; POLB inh: 0%; BAZ2B inh: -24%; POLK inh: -12%[60.1 µM]; Apoferritin bind: ?
